Assay outcomes from PubChem.
S1P4 antag: S1P4 receptor antagonists, primary screen, cell-based; Sphingosine 1-phosphate receptor 4 (Homo sapiens), O95977; inhibition, % at 4.98 µM; 0.26% of 220,000 active; AID 1510, 2009; S1P4-expressing cells, antagonist mode, reporter read-out; in the data active = inhibition above about 29%;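 also: 0% = wells stimulated with agonist and 100% = vehicle wells without agonist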
NPY1 pot ag: NPY-Y1 receptor potentiators or agonists, primary screen, cell-based; NPY-Y1 expressing cells, potentiator/agonist activation; AID 1304, 2008; activation, % at 3.6 µM; Neuropeptide Y receptor type 1 (Homo sapiens), P25929; 0.37% of 220,000 active; in the data active = activation above about 33%, passing the limit was not always enough;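 also: cells stimulated with NPY at EC10 then isoproterenol at EC100; 0% = low agonist plus stimulus and 100% = saturating agonist plus stimulus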
Runt-CBFb FRET: inhibitors of RUNX1 Runt–CBFb binding, primary screen, biochemical, FRET, Cerulean-Runt, Venus-CBFb, uHTS; Runt-related transcription factor 1 (Homo sapiens) + Core-binding factor subunit beta …; Cerulean-Runt/Venus-CBFb FRET ratio 530/480, 1 h; inhibition, % at 20 µM; 0.46% of 220,000 active;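 active = inhibition over about 50% at 20 µM in the single-dose screen, limit read from the data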;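 also: 0% = DMSO wells and 100% = excess unlabeled CBFb competitor control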
Target sequence (Q01196 whole entry, looked up): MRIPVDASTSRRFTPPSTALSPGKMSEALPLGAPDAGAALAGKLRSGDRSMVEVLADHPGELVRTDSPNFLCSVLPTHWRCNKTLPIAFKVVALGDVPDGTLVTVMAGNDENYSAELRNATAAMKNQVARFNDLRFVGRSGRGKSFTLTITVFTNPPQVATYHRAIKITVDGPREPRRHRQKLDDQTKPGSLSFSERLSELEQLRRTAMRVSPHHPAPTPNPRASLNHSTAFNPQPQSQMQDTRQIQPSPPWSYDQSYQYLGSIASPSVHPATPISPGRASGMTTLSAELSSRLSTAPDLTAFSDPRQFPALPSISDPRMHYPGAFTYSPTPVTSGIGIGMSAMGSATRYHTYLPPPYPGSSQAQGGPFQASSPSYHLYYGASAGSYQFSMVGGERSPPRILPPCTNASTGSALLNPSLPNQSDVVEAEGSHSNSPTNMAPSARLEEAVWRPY
Target sequence (Q13951 whole entry, looked up): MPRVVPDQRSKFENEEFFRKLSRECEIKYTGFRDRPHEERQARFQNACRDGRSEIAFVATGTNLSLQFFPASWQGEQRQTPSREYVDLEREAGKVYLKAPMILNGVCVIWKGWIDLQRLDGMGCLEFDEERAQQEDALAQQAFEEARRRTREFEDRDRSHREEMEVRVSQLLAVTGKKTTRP
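test system = Cerulean-Runt domain fusion protein, energy donor | probe or stimulus = Venus-CBFb binding partner, 100 nM | incubation = two 1 h room-temperature incubations shielded from light | detection = fluorescence energy transfer, 422 nm excitation, 530/480 nm emission | measure = loss of energy transfer signal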
NPY-Y1 antag: NPY-Y1 receptor antagonists, primary screen, cell-based; Neuropeptide Y receptor type 1 (Homo sapiens), P25929; HEK293-CNG Y1 cells, membrane potential fluorescence; NPY at EC95, then isoproterenol; inhibition, % at 3.6 µM; 1% of 200,000 active; AID 1040, 2008;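 active = inhibition above the campaign mean inhibition of all tested compounds plus 3 SD, cut at about 20% in these data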;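 also: 0% = DMSO wells given NPY plus isoproterenol and 100% = isoproterenol alone without NPY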
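Assay system: HEK293 Y1/CNG channel cell line; Doses: single compound dose of 3.6 µM, 0.4% DMSO; Timing: dye 3 h, compound 60 min room temperature, stimulation 45 min; Technique: Membrane-potential fluorescent dye readout; Measure: % inhibition of NPY effect.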
NPY2 pot ag: NPY-Y2 potentiators or agonists, primary screen, cell-based | AID 1359, 2008 | activation, % at 3.6 µM | cells expressing NPY-Y2, potentiator/agonist read-out | 0.45% of 220,000 active; in the data active = activation above about 27%;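 also: cells stimulated with NPY near EC25 plus isoproterenol at EC100; 0% = vehicle plus submaximal agonist and 100% = vehicle plus saturating agonist; some results beyond the cut were filed as inactive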
RBBP9 inh: human RBBP9 inhibitors, primary screen, biochemical, fluorescence polarization, FP-Rh probe, HTS | inhibition, % at 7.94 µM | 0.2% of 220,000 active | AID 1515, 2009 | Serine hydrolase RBBP9 (Homo sapiens), O75884 | recombinant RBBP9;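 active = inhibition above the campaign mean of all tested compounds plus 3 SD, cut at about 14% in these data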;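 also: plate controls were DMSO wells with RBBP9 for no effect and wells lacking RBBP9 protein for full effect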
Target sequence (O75884 whole entry, looked up): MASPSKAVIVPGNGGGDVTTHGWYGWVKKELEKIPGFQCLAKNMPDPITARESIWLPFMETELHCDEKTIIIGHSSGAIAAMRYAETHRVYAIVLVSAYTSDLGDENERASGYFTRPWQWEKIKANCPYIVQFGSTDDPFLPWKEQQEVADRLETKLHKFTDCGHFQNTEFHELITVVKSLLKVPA
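Test system: recombinant human RBBP9; Timing: 30 min then 45 min, 25 °C; Detection: fluorescence polarization; Control set: RBBP9 with DMSO as uninhibited control, no-protein wells as full inhibition; Compound dosing: one concentration, 7.94 µM nominal, 0.794% DMSO; Probe or stimulus: FP-Rh activity-based probe, 375 nM before mixing.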
BaF3 tox: parental Ba/F3 cell viability inhibition, counter-screen for JAK2V617F inhibitor project, murine pro-B, CellTiter-Glo luminescence; 1.1% of 220,000 active; AID 1486, 2009; inhibition, % at 5.6 µM; CellTiter-Glo ATP luminescence;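 active = inhibition above a per-campaign cutoff, the mean inhibition of all tested compounds plus 3 SD, cut at about 27% in these data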;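 also: 0% = DMSO wells and 100% = JAK Inhibitor I control wells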
S1P4 ag: S1P4 receptor agonists, primary screen, cell-based; Sphingosine 1-phosphate receptor 4 (Homo sapiens), O95977; 0.35% of 220,000 active; activation, % at 4.98 µM; S1P4-expressing cell line, agonist reporter assay; in the data active = activation above about 11%;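 also: 0% = DMSO vehicle and 100% = reference agonist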
Ba/F3 V617F tox: reduced viability of JAK2V617F-dependent Ba/F3 cells, primary screen, JAK2V617F inhibitor project, cell-based, Ba/F3 EpoR-JAK2V617F, luminescence | AID 1446, 2008 | inhibition, % at 5.6 µM | 1.1% of 220,000 active | ATP luminescence;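 active = inhibition above the campaign mean plus 3 SD over all tested compounds, cut at about 24% in these data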;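 also: cytokine-independent growth of Ba/F3 cells driven by EpoR plus mutant JAK2; 0% = DMSO-treated cells and 100% = JAK inhibitor I control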
* marks the source's active call; other numbers are inactive results; nt = no result given.

SMILES | S1P4 antag | NPY1 pot ag | Runt-CBFb FRET | NPY-Y1 antag | NPY2 pot ag | RBBP9 inh | BaF3 tox | S1P4 ag | Ba/F3 V617F tox
COCCn1c(Cc2cccn2C)nnc1SCC(=O)Nc1nccs1 | -5 | -14 | 4 | -3 | 9 | -4 | 2 | 0.7 | 1
Cc1cc(NC(=O)C23CC4CC(C2)CC(n2cnc([N+](=O)[O-])n2)(C4)C3)no1 | -2 | 4 | 4 | -6 | 8 | -6 | -2 | 0.3 | 3
CSCCC(NS(=O)(=O)/C=C/c1ccccc1)C(=O)NCCc1ccc(S(N)(=O)=O)cc1 (configuration not stated) | 1 | 8 | 2 | nt | 4 | -3 | 0 | 0.7 | 0
CCc1ccc2nc3sc(C(=O)O)cc3cc2c1 | -20 | 12 | -2 | 9 | 3 | -8 | 3 | 2.1 | -4
COc1ccc(C2=NCN(c3ccc(C)cc3)C(=S)N2)cc1 | 5 | 12 | 1 | 0 | -6 | -13 | 5 | -0.4 | -1
O=c1c2cn[nH]c2[nH]c(=S)n1-c1cccc2ccccc12 | 0 | 24 | -2 | 3 | 8 | 2 | 1 | 1.5 | -4
O=C(CSc1nnc(-c2ccc(S(=O)(=O)N3CCCC3)cc2)o1)NCC1CCCO1 (configuration not stated) | -13 | -1 | 0 | 3 | -8 | -7 | 4 | 1.4 | -1
CCOC(=O)CSc1[nH]c(=O)cc(C)c1C#N | -1 | -23 | 0 | 3 | 3 | 3 | 1 | -0.8 | -3
O=C(c1cc2c(s1)-c1ccccc1OC2)N1CCN(c2ccccn2)CC1 | -1 | -17 | -2 | 18 | 0 | -5 | 2 | 1.3 | -2
Cc1cccc(N(C(=O)c2snc(C(N)=O)c2N)C(C)C(=O)NCC2CCCO2)c1 (configuration not stated) | 1 | -20 | 2 | -4 | -6 | -9 | 4 | 0.0 | 0
O=C1CC(c2ccco2)CC(O)=C1C=NCCN1CCN(C(=O)Nc2ccc(Cl)cc2)CC1 (configuration not stated) | 0 | 9 | 2 | 3 | 11 | -1 | 3 | 0.3 | -2
CC(C)=CCCC1=CCC2C(=O)NNC(=O)C2C1 (configuration not stated) | -21 | -22 | -2 | 0 | -7 | -8 | 2 | -0.1 | -5
N#Cc1cc(N2CCOCC2)nc2ccccc12 | 1 | 7 | 31 | nt | -1 | -13 | -1 | 3.1 | 0
O=C(Nc1ccc(OCC(=O)N2CCOCC2)cc1)c1cncc(Br)c1 | -23 | 5 | 0 | 1 | 3 | -5 | 2 | -0.4 | 1
Cc1nn(Cc2c(F)cccc2Cl)c(C)c1NC(=O)C1CC1 | -15 | 3 | 0 | -1 | 0 | 4 | 2 | 0.5 | -4
Cn1cccc1C(=O)NC(=O)COC(=O)CNC(=O)c1ccc(Cl)cc1Cl | -6 | 12 | -1 | 2 | 4 | -7 | 3 | 1.9 | -1
CC1CCCCC1NC(=O)COC(=O)c1ccc2c(c1Cl)C(=O)c1ccccc1C2=O (configuration not stated) | -2 | -8 | 0 | -1 | -9 | 0 | 4 | -0.1 | 3
CC(C)C(=O)Nc1ccccc1C(=O)OCC(=O)c1ccc2c(c1)OCCO2 | -3 | -10 | 0 | -1 | 4 | -2 | 5 | -1.0 | 7
O=C(c1cccnc1Cl)N(Cc1ccccc1)Cc1ccccc1 | -23 | 10 | nt | 0 | -4 | -6 | 4 | 2.6 | 3
C/C(=N/NC(=O)c1cnccn1)c1cccs1 | 12 | -14 | -4 | -2 | -8 | 4 | 3 | 0.7 | -1
CC1CCN(S(=O)(=O)N2CCC(C(=O)O)CC2)CC1 | -16 | -32 | 2 | 6 | -1 | 0 | 3 | 0.7 | 0
Cc1ccc(NC(=O)/C(=C\c2ccccc2)NC(=O)/C=C/c2ccccc2)cc1 | -12 | -57 | -2 | 19 | -41 | -9 | 7 | -2.2 | 72*
Cc1cc(NC(=O)Nc2cccc(C)c2C)no1 | 1 | -1 | 1 | 12 | -8 | 1 | 7 | 0.3 | 2
O=C(CSc1ccc(-c2cccnc2)nn1)N1CCCCCC1 | -11 | 3 | -1 | -2 | 0 | -1 | 3 | 1.5 | 0
COc1ccccc1C(=O)N1CCN(c2cccc(Cl)c2)CC1 | 1 | 4 | nt | 1 | -13 | 3 | 83* | 0.7 | 80*
COC(=O)c1sccc1NC(=O)CC1C(=O)NCCN1C(=O)Nc1ccc(C(F)(F)F)cc1 (configuration not stated) | -8 | 17 | 0 | nt | -19 | -6 | 4 | 0.7 | -3
CC1CCN(C(=O)Cn2cc(C(=O)c3ccco3)c3ccccc32)CC1 | -7 | 0 | -2 | 6 | 12 | 2 | 4 | -3.0 | -1
Cc1ccc(NC(=O)CS(=O)CC(=O)N(C(C)C(=O)NC2CCCCC2)C(C)(C)C)cc1 (configuration not stated) | 2 | 14 | nt | -3 | 11 | -9 | 3 | 0.4 | -3
O=C(NC1CCCCC1)C1CCCN1C(=O)NCc1ccccc1 (configuration not stated) | 0 | -8 | 1 | 3 | 7 | -2 | 3 | 0.4 | -1
N#CC1=C(c2ccccc2)/C(=C/c2ccccc2)OC1=O | 4 | 1 | 4 | -5 | -1 | -2 | 1 | 2.5 | -3

Full records from above. Values in the order: S1P4 antag	NPY1 pot ag	Runt-CBFb FRET	NPY-Y1 antag	NPY2 pot ag	RBBP9 inh	BaF3 tox	S1P4 ag	Ba/F3 V617F tox
Shown for CC(C)C(=O)Nc1ccccc1C(=O)OCC(=O)c1ccc2c(c1)OCCO2 → -3	-10	0	-1	4	-2	5	-1.0	7
Shown for Cc1ccc(NC(=O)/C(=C\c2ccccc2)NC(=O)/C=C/c2ccccc2)cc1 → -12	-57	-2	19	-41	-9	7	-2.2	72*

Remaining list, next part
SMILES | S1P4 antag | NPY1 pot ag | Runt-CBFb FRET | NPY-Y1 antag | NPY2 pot ag | RBBP9 inh | BaF3 tox | S1P4 ag | Ba/F3 V617F tox
Cn1c(C(=O)NCC2CCCO2)cc2oc3ccccc3c21 (configuration not stated) | -7 | 12 | -1 | 1 | 6 | -10 | 6 | -0.2 | -2
O=C1CSC2(C(=O)N3CCCc4cccc2c43)N1c1cccc(C(F)(F)F)c1 (configuration not stated) | -2 | 6 | -3 | -1 | -20 | -5 | 5 | -0.9 | -1
Cc1cc(C)n(-c2ncc(C#N)cn2)n1 | -5 | -8 | 1 | 1 | 10 | -7 | 4 | -0.6 | 0
COc1cc(/C=N/O)cc(Cl)c1OC | -19 | -13 | 1 | 4 | 13 | -7 | 2 | 1.3 | 0
Oc1ccccc1/C=N/NC(=S)NC1CC2C=CC1C2 (configuration not stated) | 19 | 8 | 3 | nt | -6 | 2 | -3 | 1.5 | 2
COC(=O)c1ccc(NC(=O)c2cc3sccc3n2C)cc1 | -4 | -13 | -2 | 4 | -6 | -4 | -2 | 1.4 | 0
COc1ccccc1CN1C(=S)SC(C)(C)C1NO (configuration not stated) | -16 | -1 | 1 | 1 | 5 | -21 | 4 | -0.9 | 3
Cc1cc(C)nc(NS(=O)(=O)c2ccc(NC(=S)NC(=O)c3ccco3)cc2)n1 | -6 | 10 | 5 | -11 | 29 | 10 | -1 | 2.6 | -2
O/N=C1/C2C3C(Br)C4C5CC(C1C53)C24 (configuration not stated) | -4 | 0 | -3 | -4 | -2 | -6 | 1 | 0.2 | 2
CCN(CC)C(=O)COc1ccc(-c2nnc(N3CCCCC3)c3ccccc23)cc1 | -2 | 0 | -2 | -1 | -1 | -3 | 4 | -0.9 | 0

4 entries from above, arranged by formula weight, highest first:
SMILES | S1P4 antag | NPY1 pot ag | Runt-CBFb FRET | NPY-Y1 antag | NPY2 pot ag | RBBP9 inh | BaF3 tox | S1P4 ag | Ba/F3 V617F tox
Cc1cc(C)nc(NS(=O)(=O)c2ccc(NC(=S)NC(=O)c3ccco3)cc2)n1 | -6 | 10 | 5 | -11 | 29 | 10 | -1 | 2.6 | -2
O=C1CSC2(C(=O)N3CCCc4cccc2c43)N1c1cccc(C(F)(F)F)c1 (configuration not stated) | -2 | 6 | -3 | -1 | -20 | -5 | 5 | -0.9 | -1
Cn1c(C(=O)NCC2CCCO2)cc2oc3ccccc3c21 (configuration not stated) | -7 | 12 | -1 | 1 | 6 | -10 | 6 | -0.2 | -2
O/N=C1/C2C3C(Br)C4C5CC(C1C53)C24 (configuration not stated) | -4 | 0 | -3 | -4 | -2 | -6 | 1 | 0.2 | 2

(list continues)
SMILES | S1P4 antag | NPY1 pot ag | Runt-CBFb FRET | NPY-Y1 antag | NPY2 pot ag | RBBP9 inh | BaF3 tox | S1P4 ag | Ba/F3 V617F tox
Cc1ccc2sc(N(CCCN(C)C)C(=O)c3nc4ccccc4s3)nc2c1C | 12 | -17 | 2 | 7 | -7 | 2 | 3 | -0.3 | 2
O=C(C[n+]1cccc(NC(=O)c2ccccc2)c1)c1ccc(NC(=O)c2ccccc2)cc1 | -2 | -37 | nt | -5 | -15 | -3 | 2 | 1.7 | 3
COc1cc(CN2CCNC(=O)C2CC(=O)N(C)Cc2ncc[nH]2)cc(OC)c1 (configuration not stated) | 1 | 2 | nt | -3 | 2 | 0 | 0 | 0.7 | 0
CN(CCC#N)C(=O)CC(Cc1ccccc1)C1CCOC(C)(C)C1 (configuration not stated) | -12 | 13 | 2 | nt | 4 | 3 | -3 | 0.3 | -4
COCCCNC(=S)NNC(=O)C(O)(c1ccccc1)c1ccccc1 | -9 | 5 | 2 | 6 | 0 | -4 | 3 | -0.5 | 0
Cc1nc(C)c(-c2csc(Nc3cccnc3)n2)s1 | -34 | 40* | 0 | -16 | 26 | -7 | 4 | -1.1 | 4
COC(=O)C1CCN(c2c([N+](=O)[O-])cc(C(F)(F)F)cc2[N+](=O)[O-])CC1 | -9 | -10 | -4 | 5 | -13 | -7 | 4 | -1.1 | -3

Rows were taken by chance. Share with any hit: about 3.6%.
